# TRb SRC2 PPI: TRbeta-SRC2 interaction inhibition | P10828 | TRbeta-SRC2 peptide binding, fluorescence polarization; receptor liganded with 1 µM T3 | Potency, µM (doses to about 106 µM), without a hit: at the highest dose activity change, negative = inhibition, most hits filed as inhibitors | 280,000 compounds, 0.065% hits;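 note: plate controls were bound peptide for no effect and peptide without receptor for full effect; nearly all actives have a fitted effect of over 50% in size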
# Target sequence (P10828 whole entry, looked up): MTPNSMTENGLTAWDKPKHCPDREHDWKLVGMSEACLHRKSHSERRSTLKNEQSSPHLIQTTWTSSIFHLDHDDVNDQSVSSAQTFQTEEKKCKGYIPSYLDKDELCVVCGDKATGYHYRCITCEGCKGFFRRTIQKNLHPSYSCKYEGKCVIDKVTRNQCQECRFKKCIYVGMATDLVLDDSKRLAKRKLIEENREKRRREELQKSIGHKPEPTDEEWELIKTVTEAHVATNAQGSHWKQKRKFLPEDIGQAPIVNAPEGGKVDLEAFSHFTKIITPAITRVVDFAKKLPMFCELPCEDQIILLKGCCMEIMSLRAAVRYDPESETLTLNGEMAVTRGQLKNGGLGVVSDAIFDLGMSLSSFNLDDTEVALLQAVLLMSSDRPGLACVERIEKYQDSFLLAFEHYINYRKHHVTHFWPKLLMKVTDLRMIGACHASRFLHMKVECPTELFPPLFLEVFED
#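 Fluorescence polarization of 20 nM Texas Red SRC2 peptide (20-aa NR interaction domain) bound to 0.6 uM human TRb ligand-binding domain, with 1 uM T3, after 5 hr at ambient temperature; inhibition seen as decreased polarization.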
# HTT ATP protect: Huntington cell model cytoprotection by ATP luminescence; PC12 HTT-Q103 induced, cytoprotection, ATP luminescence, 40 h; Potency, µM (highest dose often 56.4 µM), without a hit: cytoprotection (ATP increase), hits mostly activators; 230,000 compounds, 0.14% hits; AID 1471;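 note: % of control where 0% means no effect; nearly all actives have a fitted effect of over 45% in size; toxic huntingtin expression switched on by the ecdysone agonist tebufenozide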
#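 Compounds added alongside 100 nM tebufenozide, which induces toxic Q103 huntingtin exon 1-GFP in stable PC12 cells; surviving cells quantified by luminescent ATP measurement. Medium: phenol red-free DMEM, 5% equine and 5% calf serum.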
# TR SRC2 fluor cs: alters Texas Red total fluorescence, flagging assay interference; TRb/SRC2 Texas Red total fluorescence interference; Potency, µM (doses to about 106 µM), for inactives: at the top dose fluorescence change, negative = quenching; 280,000 compounds, 0.29% hits; active = well fitted curve in either direction with a large enough effect; inconclusive = small, poorly fitted or top-dose-only effect; note: % is set by controls: 0 for no effect and ±100 for the full control effect
#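 Human TRβ ligand-binding domain (0.6 uM) and Texas Red SRC2 peptide (20 nM) in Tris buffer with 1 uM T3 and 5% DMSO were incubated with pinned compound for 5 hr at ambient temperature. Total fluorescence was computed as S + 2P (555/632 nm).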
# RECQ1 inh: inhibitors of human RECQ1 DNA helicase | Potency, µM (doses to about 57.3 µM), for inactives: top-dose activity, negative = inhibition, most hits filed as inhibitors | P46063 | RECQ1 DNA unwinding, red fluorescence kinetic read | AID 2549 | 240,000 compounds, 0.54% hits;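 note: plate controls were vehicle for no effect and no enzyme for full effect; nearly all actives have a fitted effect of over 30% in size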
# Target sequence (P46063 whole entry, looked up): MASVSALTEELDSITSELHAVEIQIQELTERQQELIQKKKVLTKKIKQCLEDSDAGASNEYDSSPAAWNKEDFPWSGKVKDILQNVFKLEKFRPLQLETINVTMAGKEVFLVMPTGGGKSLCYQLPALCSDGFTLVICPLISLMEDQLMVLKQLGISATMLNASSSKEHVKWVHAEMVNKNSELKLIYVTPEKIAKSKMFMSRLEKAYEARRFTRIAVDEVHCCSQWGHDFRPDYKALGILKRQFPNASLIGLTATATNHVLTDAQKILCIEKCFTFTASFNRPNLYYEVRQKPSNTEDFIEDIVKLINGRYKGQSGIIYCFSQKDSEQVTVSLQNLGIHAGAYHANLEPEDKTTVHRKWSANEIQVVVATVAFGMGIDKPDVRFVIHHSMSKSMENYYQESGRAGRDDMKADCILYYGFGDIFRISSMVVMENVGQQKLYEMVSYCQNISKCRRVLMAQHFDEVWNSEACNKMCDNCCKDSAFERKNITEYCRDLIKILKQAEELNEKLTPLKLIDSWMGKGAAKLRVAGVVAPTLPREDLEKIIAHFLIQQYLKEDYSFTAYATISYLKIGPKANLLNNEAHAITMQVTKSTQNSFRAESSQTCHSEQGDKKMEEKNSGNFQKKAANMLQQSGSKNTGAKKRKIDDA
#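 50 nM RECQ1T1 preincubated 15 min with compound in Tris pH 8.0 buffer with MgCl2, DTT, Tween-20 and 2.5 ug/ml poly(dI-dC); started with 200 nM TAMRA/BHQ-2 forked duplex and 2 mM ATP. Unwinding read as fluorescence (525/598 nm), two reads 2 h apart.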
# Tau FP inhib: inhibitors of human tau fibril formation. P10636. 280,000 compounds, 0.39% hits. K18 P301L tau heparin fibrillization, Alexa594 FP, 6 h. Potency, µM (highest dose often 57.7 µM), inactives show top-dose activity, negative = inhibition, hits mostly inhibitors; note: % is set by controls: 0 for no effect and ±100 for the full control effect; nearly all actives have a fitted effect of over 55% in size
#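 Heparin (20 uM) drove fibril formation of recombinant tau K18 P301L, 15 uM unlabeled with 0.24 uM Alexa 594 label, for 6 hr at 37 C in 100 mM sodium acetate pH 7. Fluorescence polarization (555/632 nm) read 1 hr after 30 uM ThT.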
# L3MBTL1 inh: blocks human L3MBTL1 | Potency, µM (doses to about 57.1 µM), inactives show at the top dose activity, negative = inhibition, usual class: inhibitors | 230,000 compounds, 0.66% hits | AlphaScreen L3MBTL1–H3K9me1 peptide binding; note: % is set by controls: 0 for no effect and ±100 for the full control effect; nearly all actives have a fitted effect of over 60% in size
#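 L3MBTL1 (50 nM) pre-complexed 30 min with biotinylated H3(1-15)K9me1 peptide (75 nM), then compounds added for 30 min at room temperature; AlphaScreen streptavidin donor/nickel chelate acceptor beads (10 ug/mL final) read after 30 min dark incubation.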
# Tau ThT inhib: tau fibrillization inhibition (ThT binding). recombinant tau K18 P301L, heparin-induced fibrillization, ThT fluorescence. 270,000 compounds, 2.1% hits. Potency, µM (series often up to 57.4 µM), inactives show at the highest dose activity, negative = inhibition, usual class: inhibitors; note: % is set by controls: 0 for no effect and ±100 for the full control effect; nearly all actives have a fitted effect of over 55% in size
#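 Fibril formation assay: tau K18 P301L at 15 uM with trace Alexa 594 label, heparin inducer 20 uM, pH 7 sodium acetate buffer, 37 C for 6 hr; endpoint ThT signal.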
# Tau fluor counter: counter-screen for tau fibril formation inhibitors; Potency, µM (top dose mostly 57.7 µM), for the others: at the top dose activity change, negative = decrease; tau K18 P301L (four-repeat tau fragment) Alexa594 fluorescence, heparin fibrillization; 280,000 compounds, 0.93% hits; AID 1463; note: % is set by controls: 0 for no effect and ±100 for the full control effect; nearly all actives have a fitted effect of over 55% in size
#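 Human K18 P301L tau (15 uM unlabeled plus 0.24 uM Alexa 594-labeled, final) in 100 mM sodium acetate pH 7 was mixed with compound and 20 uM heparin and incubated 6 hr at 37 C.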
# Numbers without * were called inactive; i = inactive; ? = inconclusive; / = no result given; & = joins results of further samples; [ ] = dose if it differs, or a comment. Unless noted, calls come from the whole dose curve; as a rule, active = well fitted curve in the direction sought with a large enough effect; inconclusive = small, poorly fitted or top-dose-only effect, or another doubt; inactive = no such curve, though single readings can be large; an effect the other way counts as inactive or inconclusive. Potency is the fitted concentration of half-maximal effect.
SMILES,TRb SRC2 PPI,HTT ATP protect,TR SRC2 fluor cs,RECQ1 inh,Tau FP inhib,L3MBTL1 inh,Tau ThT inhib,Tau fluor counter
Cc1ccccc1NC(=S)N(CCCN1CCOCC1)Cc1ccccn1,2%,15%[10 µM],2%,-11%,?,-3%,-3%,0%
CC(C)N(C(=O)CN(C#N)c1nc(N(C)C)nc(N(C)C)n1)c1ccccc1,10%,5%,3%,-7%,1%,-1%,18%,9%
COc1ccc(NC(=O)C(=O)c2cc(C)n(-c3ccc(C)cc3)c2C)cc1Cl,3%,/,-4%,/,1%,/,-16%,-23%
NC[C@@H]1O[C@@H](O[C@H]2[C@H](O)[C@@H](O[C@@H]3O[C@@H](CO)[C@H](O)[C@@H](N)[C@@H]3O)[C@H](N)C[C@@H]2N)[C@@H](O)[C@H](O)[C@H]1O,6%,?,4%,-1%,-20%,/,-14%,-22%
COCCNc1nc2sc3c(c2c(=O)n1Cc1ccco1)CCCCC3,4%,-8%[10 µM],11%,-3%,7%,-15%,-7%,-20%
Cc1ccc(CNc2nnc(C)c3nnn(Cc4ccc(F)cc4)c23)cc1,-3%,/,0%,/,-7%,/,3%,-1%
CCOC(=O)C1CCCN(C(=O)C(C)Oc2ccc(Cl)cc2Cl)C1 (configuration not stated),-6%,8%[0.074 µM],0%,-2%,?,-8%[11.4 µM],-5%,-1%
CC(C)CNC(=O)c1cccc(C(=O)NCC(C)C)c1,-24%,-16%,3%,-5%,-7%,/,-11%,-23%
Cc1cccc(N2CCN(C3=NC(=O)C(=C4CCCCC4)S3)CC2)c1,-2%,9%[10 µM],1%,-9%,-11%,0%,?,-15%
Cc1cccc(CS(=O)(=O)Cc2ccc(C(=O)NCc3ccc(F)cc3)o2)c1,4%,/,-2%,/,0%,/,-8%,-13%
COc1ccc(-c2onc(C)c2C)cc1S(=O)(=O)Nc1cccc(C#N)c1,3%,/,0%,/,-14%,/,1%,-30%
CCOC(=O)c1cccc(Nc2cc(-c3ccccc3)ncn2)c1,-18%,/,0.32µM*[quencher],/,?,/,?,?
Cc1ccc(S(=O)(=O)N2CCN(CC(=O)Nc3ccc4c(c3)CCC4)CC2)cc1C,1%,10%[10 µM],-1%,-3%,-3%,-2%,-7%,-10%
C=CCOc1c(CNn2cn[nH]c2=S)cccc1OC,1%,-4%[10 µM],-5%,8%,-4%,-2%,-19%,-14%
Cc1ccc2c(c1)c1c(c(=O)n(-c3ccccc3C)c(=O)n1CC(=O)c1ccc(Cl)cc1)n2C,-4%,/,-2%,/,0%,/,8%,-3%
FC(F)(F)c1nc(-c2cccnc2)ncc1-c1nnnn1-c1ccccc1,-9%,-5%,-1%,i,-1%,12%,-1%,-5%
Clc1ccc(-c2nnc(-c3ccco3)nc2N2CCCCC2)cc1,-1%,/,0%,-14%,0%,-22%,?,-5%
COC(=O)c1ccc(OCC2c3cc(OC)c(OC)cc3CCN2C(=O)Cc2ccc(OC)c(OC)c2)cc1 (configuration not stated),2%,/,-1%,/,1%,/,-5%,-5%
Cc1cc(N2CC(C(=O)O)CC2=O)ccc1Br (configuration not stated),-17%,-5%,-3%,-5%,-1%,-2%,1%,-1%
COc1ccccc1NCCC(=O)O,-8%,5%[10 µM],0%,i,-4%,/,/,-1%
O=C(COc1ccccc1)NC(=S)N1CCc2ccccc21,5%[53 µM],41%[10 µM],-2%[53 µM],-5%,4%,-1%,-11%,4%
COc1ccccc1NC(=O)C1=C(C)NC(SCC(=O)c2ccccc2)=C(C#N)C1c1ccco1 (configuration not stated),-13%,-14%[10 µM],3%,-15%,-4%,-28%,?,-12%
CN(C)S(=O)(=O)c1cccc(NC(=O)COC(=O)c2c[nH]c(=O)[nH]c2=O)c1,-6%,/,-1%,-3%,-1%,6%,7%,1%
COc1ccc(OC)c(NC(=O)Cn2nc3c(cc2=O)CCCC3)c1,1%,/,?,/,11%,/,1%,-1%
O=C(NN1CCN(Cc2ccccc2)CC1)c1ccc(Cl)cc1,7%,-13%,-2%,6%,0%,-15%,3%,9%
CCN(CC)c1ccc(N2C(=O)/C(=C/c3ccccn3)SC2=S)cc1,-3%,-19%[10 µM],0%,-16%,-2%,-4%,-13%,-29%
COc1cccc(NC(=O)CCN2CCC(C(N)=O)CC2)c1,-5%,-1%,5%,-13%,2%,7%,3%,0%
O=C(CN1CCC(O)(c2ccccc2F)CC1)NCCc1c[nH]c2ccccc12,-7%,-2%[10 µM],-2%,1%,2%,4%,-11%,-19%
COc1cc([N+](=O)[O-])ccc1NC(=O)Oc1ccc(NC(C)=O)cc1,7%,-1%[10 µM],1%,i,0%,0%,-9%,-5%
CCC(=O)Nc1sc2c(c1C#N)CCCCC2,-5%,17%,-10%,-19%,-6%,/,-6%,-10%
O=C(O)COc1c(F)c(F)c(C(F)(F)F)c(F)c1F,-16%,-8%[10 µM],1%,i,-1%,-3%,7%,8%
Cc1cc(N2CCN(c3cccc(C)c3C)CC2)nc(-c2ccccc2)n1,-13%,3%[10 µM],-2%,1%,-7%,1%,?,-12%
COc1cc(NC(=O)C2CCN(S(=O)(=O)c3cccnc3)CC2)cc(OC)c1OC,2%,-20%,1%,1%,0%,/,-9%,-5%
CC1CC(C)CN(C(=O)CCNS(=O)(=O)c2ccc3c(c2)CCC(=O)N3)C1 (configuration not stated),1%,/,8%,-4%,1%,5%,1%,-3%
CCn1c(SCC(=O)N/N=C/c2ccccc2OCC(=O)O)nnc1-c1ccc(OC)cc1,-5%,-15%[10 µM],-1%,-8%,0%,-14%,12%,13%
CCOC(=O)C1CCCN(S(=O)(=O)Cc2ccccc2)C1 (configuration not stated),-1%,-3%,1%,-16%,-8%,/,-12%,-4%

# Just Tau FP inhib, Tau ThT inhib and HTT ATP protect (2 entries from above):
SMILES	Tau FP inhib	Tau ThT inhib	HTT ATP protect
COc1ccccc1NCCC(=O)O	-4%	/	5%[10 µM]
CCOC(=O)C1CCCN(S(=O)(=O)Cc2ccccc2)C1 (configuration not stated)	-8%	-12%	-3%

# Next part
SMILES,TRb SRC2 PPI,HTT ATP protect,TR SRC2 fluor cs,RECQ1 inh,Tau FP inhib,L3MBTL1 inh,Tau ThT inhib,Tau fluor counter
Cc1ccc(C)c(Cn2cnc3c(nnn3-c3ccc(F)cc3)c2=O)c1,1%,-3%,2%,-4%,-12%,-4%,-14%,-14%
CCc1nnc(NC(=O)/C=C/c2ccc(C)o2)s1,-5%,36%[10 µM],0%,-2%,-1%,6%,-5%,-5%
CC1CCN(C(=O)CNS(=O)(=O)c2ccc(Br)s2)CC1,7%,-4%,-2%,-4%,3%,/,-3%,-9%
CC(=O)Oc1ccc2c(c1)OC(c1ccccc1)CC21CC(C)(C)NC(=O)N1 (configuration not stated),-3%,/,-2%,1%,-2%,4%,-4%,-2%
CCc1cccc2c(C(=O)COC(=O)c3ccc(O)cc3)c[nH]c12,-2%,25%[10 µM],-1%,-3%,?,-6%,-15%,-19%
COC(=O)CCC(=O)OC1(C)C(=O)C2=COC(c3ccc(OC)cc3)=CC2=C(Br)C1=O (configuration not stated),1%&6%,28%,0%&-7%,?,?,/,13µM*,-10%&-30%
O=C(Cc1ccccc1[N+](=O)[O-])Nc1ccc2c(c1)OCO2,-6%,-22%,1%,-2%,-4%,-2%,-6%,-2%
CCN(C(=O)Cn1cc(C(F)(F)F)ccc1=O)c1c(N)n(Cc2ccccc2)c(=O)[nH]c1=O,-7%,14%[10 µM],0%,-13%,-8%,54%[activator],-8%,-5%
Cc1c(CCC(=O)O)c(=O)oc2cc3oc4c(c3cc12)CCCC4,2%,2%[10 µM],-6%,-8%,8%,/,/,-2%
OC1CCCCC1,-6%,-1%,0%,-2%,/,5%,/,/

# Entries above that have an aryl methoxy group:
SMILES,TRb SRC2 PPI,HTT ATP protect,TR SRC2 fluor cs,RECQ1 inh,Tau FP inhib,L3MBTL1 inh,Tau ThT inhib,Tau fluor counter
COc1ccc(NC(=O)C(=O)c2cc(C)n(-c3ccc(C)cc3)c2C)cc1Cl,3%,/,-4%,/,1%,/,-16%,-23%
COc1ccc(-c2onc(C)c2C)cc1S(=O)(=O)Nc1cccc(C#N)c1,3%,/,0%,/,-14%,/,1%,-30%
C=CCOc1c(CNn2cn[nH]c2=S)cccc1OC,1%,-4%[10 µM],-5%,8%,-4%,-2%,-19%,-14%
COC(=O)c1ccc(OCC2c3cc(OC)c(OC)cc3CCN2C(=O)Cc2ccc(OC)c(OC)c2)cc1 (configuration not stated),2%,/,-1%,/,1%,/,-5%,-5%
COc1ccccc1NCCC(=O)O,-8%,5%[10 µM],0%,i,-4%,/,/,-1%
COc1ccccc1NC(=O)C1=C(C)NC(SCC(=O)c2ccccc2)=C(C#N)C1c1ccco1 (configuration not stated),-13%,-14%[10 µM],3%,-15%,-4%,-28%,?,-12%
COc1ccc(OC)c(NC(=O)Cn2nc3c(cc2=O)CCCC3)c1,1%,/,?,/,11%,/,1%,-1%
COc1cccc(NC(=O)CCN2CCC(C(N)=O)CC2)c1,-5%,-1%,5%,-13%,2%,7%,3%,0%
COc1cc([N+](=O)[O-])ccc1NC(=O)Oc1ccc(NC(C)=O)cc1,7%,-1%[10 µM],1%,i,0%,0%,-9%,-5%
COc1cc(NC(=O)C2CCN(S(=O)(=O)c3cccnc3)CC2)cc(OC)c1OC,2%,-20%,1%,1%,0%,/,-9%,-5%
CCn1c(SCC(=O)N/N=C/c2ccccc2OCC(=O)O)nnc1-c1ccc(OC)cc1,-5%,-15%[10 µM],-1%,-8%,0%,-14%,12%,13%
COC(=O)CCC(=O)OC1(C)C(=O)C2=COC(c3ccc(OC)cc3)=CC2=C(Br)C1=O (configuration not stated),1%&6%,28%,0%&-7%,?,?,/,13µM*,-10%&-30%

# This is a subset (hit frequency here may not be typical).
